Assay outcomes as filed in PubChem BioAssay.
RmlCD inh 1536: M. tuberculosis RmlC/RmlD inhibition; P9WH09+P9WH11; AID 1533; 160,000 compounds, 0.03% hits; inhibition, % at 3.6 µM; RmlC+RmlD coupled enzyme assay, percent inhibition; primary screen in compound mixtures; in the data active = inhibition mostly above about 34%, no sharp cut-off; also: some results filed as inactive read as strong as hits
Target sequence (P9WH09 whole entry, looked up): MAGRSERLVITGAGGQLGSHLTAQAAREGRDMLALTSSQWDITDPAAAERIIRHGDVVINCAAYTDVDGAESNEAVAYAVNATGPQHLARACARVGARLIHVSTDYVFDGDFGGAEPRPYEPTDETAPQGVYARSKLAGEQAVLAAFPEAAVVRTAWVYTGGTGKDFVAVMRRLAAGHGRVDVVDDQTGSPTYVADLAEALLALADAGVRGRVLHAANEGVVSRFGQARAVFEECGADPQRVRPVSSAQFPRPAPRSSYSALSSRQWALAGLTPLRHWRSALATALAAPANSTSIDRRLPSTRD
Target sequence (P9WH11 whole entry, looked up): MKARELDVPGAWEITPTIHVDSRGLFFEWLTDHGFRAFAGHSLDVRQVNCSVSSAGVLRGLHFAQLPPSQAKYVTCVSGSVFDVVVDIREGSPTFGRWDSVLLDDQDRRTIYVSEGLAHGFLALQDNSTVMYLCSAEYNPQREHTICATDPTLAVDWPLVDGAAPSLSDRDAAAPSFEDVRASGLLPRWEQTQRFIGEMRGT
GlmU inhibition: inhibition of mycobacterial GlmU enzyme – biochemical, glucosamine-1-phosphate acetyltransferase (AID 1376). inhibition, %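 (tested at 30 µM in the primary screen)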; hits with a dose series show IC50 in µM. 220,000 compounds, 0.25% hits. M. tuberculosis GlmU acetyltransferase enzyme assay; higher % means a stronger effect; in the data active = inhibition above about 13%;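 also: 0% = complete reaction with vehicle and 100% = reaction without substrate; strong numbers were not always called active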
The depositor's hits bear a star; nt = not tested or not shown. Only part of the results is shown; count on the stated rates, not on these rows.

Order of values: RmlCD inh 1536	GlmU inhibition
CCOC(=O)CNC(=O)C(NC(=O)C1CCC(C)CC1)C(C)CC (stereo not drawn)
 : nt	0.5%
CCOC(=O)CSc1nc(C)c2ccccc2n1
 : -5	-3.8%
CCOc1cc(/C=C(\C#N)C(N)=O)ccc1OCc1c(C)no[n+]1[O-]
 : -6	-5.0%
O=c1oc2ccccc2cc1-c1nnc(-c2cccc(Br)c2)o1
 : nt	-3.5%
CC(C)CN(CCCNC(=O)CN1C(=O)CSc2ccc(S(=O)(=O)N3CCOCC3)cc21)CC(C)C
 : 11	-3.4%
COc1ccccc1NC(=O)c1cc(Cl)ccc1NC(=O)c1ccco1
 : -1	0.9%
C=CCN(C(=O)COc1ccccc1)c1nnc(-c2ccncc2)s1
 : 5	-0.6%
CCn1nnnc1SCC(=O)Nc1cccc(C)n1
 : 1	-3.3%
CCC(C)(C)NC(=O)C1CCCN1C(=O)NC1CCCCC1 (stereo not drawn)
 : 4	4.2%
COc1cc(/C=N/NS(=O)(=O)c2ccc(C)cc2)ccc1OCc1cccc(C(=O)O)c1
 : 9	4.2%
Cc1cc(C)cc(-n2nnnc2SCC(=O)N2CCOCC2)c1
 : nt	7.8%
COc1ccccc1N1CCN(C(=O)c2ccc(S(=O)(=O)N3CCCC3)cc2)CC1
 : nt	-2.6%
O=C(O)CSCC(=O)NCc1c(Cl)cccc1Oc1ccccc1
 : 40	-0.2%
Cc1cc(C)n(-c2nc(NC(C)(C)C)nc(NC(C)(C)C)n2)n1
 : nt	4.1%
COc1ccc(S(=O)(=O)N2CCN(S(=O)(=O)c3ccc4c(c3)OCCO4)CC2)cc1
 : -3	1.8%
O=C1CN=C(c2ccc(Br)cc2)c2oc3ccccc3c2N1
 : 5	14%*
Cn1cccc1P(=O)(c1cccn1C)c1cccn1C
 : nt	-6.2%
[O-]/[N+](=C\c1ccncc1)c1ccccc1
 : 3	10%
COc1ccc(Cn2c(SC)nc3ccccc32)cc1[N+](=O)[O-]
 : -11	4.0%
O=S(=O)(c1ccccc1)N1CCN=C1SCc1ccc(Cl)cc1
 : 1	nt
CCC(=O)N(Cc1cc2cc(OC)ccc2[nH]c1=O)c1ccccc1C
 : -4	4.5%
CCCCC1=CC2=CC(=O)C(C)(OC(=O)CCc3ccccc3)C(=O)C2=CO1 (stereo not drawn)
 : -10	3.9%
CC(C)N(C(=O)Cn1cc(SCC(=O)N2CCCC2)c2ccccc21)C(C)C
 : 6	3.7%
c1ccc(-c2nc3c4ccccc4ccn3c2CN2CCCCC2)cc1
 : 27	2.3%
CCCCOc1ccc(CSc2nnc(C)n2N)cc1[N+](=O)[O-]
 : nt	3.5%
Cc1nc(NNC(=O)c2ccc([N+](=O)[O-])cc2)cc(-c2ccccc2)n1
 : 8	nt
O=C1OCC2OC(O)C(O)C(O)C2OC(=O)c2cc(O)c(O)c(O)c2-c2c(O)c(O)c3oc(=O)c4c(c(O)c(O)c5oc(=O)c2c3c54)-c2c1cc(O)c(O)c2O (stereo not drawn)
 : nt	<1µM*
CCOC(=O)c1[nH]c2ccc(OC)cc2c1NS(=O)(=O)c1ccc(Cl)s1
 : nt	0.8%
COCCN1Cc2cccc(C(=O)Nc3cccc(C)c3C)c2C1=O
 : 7	-2.4%
O=C(NN1CCOCC1)C12CC3CC(CC(C3)C1)C2
 : 4	7.3%

Next section, starting with the last 3 of the part before.
Order of values: RmlCD inh 1536	GlmU inhibition
CCOC(=O)c1[nH]c2ccc(OC)cc2c1NS(=O)(=O)c1ccc(Cl)s1
 : nt	0.8%
COCCN1Cc2cccc(C(=O)Nc3cccc(C)c3C)c2C1=O
 : 7	-2.4%
O=C(NN1CCOCC1)C12CC3CC(CC(C3)C1)C2
 : 4	7.3%
CN1C(=O)C2(Oc3ccccc3C3CC(c4ccccc4)=NN32)c2ccccc21 (stereo not drawn)
 : -7	0.4%
O=C(Nc1nnc(Cc2ccc(Cl)cc2)s1)c1cccnc1
 : 13	-1.7%
N#C/C(=C\C=C\c1ccccc1[N+](=O)[O-])c1nc(-c2ccc3c(c2)OCO3)cs1
 : nt	-3.7%
Cc1ccc(S(=O)(=O)Nc2ccc3c(c2)ncn3C(C)(C)C)cc1
 : 11	-3.0%
CC1=CC(=O)C=CC1(C)C(Cl)(Cl)Cl (stereo not drawn)
 : nt	1.4%
O=C(CN1CCN(S(=O)(=O)c2ccccc2)CC1)NC(=O)NCc1ccco1
 : nt	-2.8%
O=C(c1cccnc1)N1N=C(C2CCCCC2)CC1(O)C(F)(F)F (stereo not drawn)
 : 8	1.7%
CC(C)(C)c1nnc2sc(SCC(=O)c3ccccc3)nn2c1=O
 : 9	1.3%
O=C(CCNC(=O)c1ccccc1Cl)Nc1nnc(C2CC2)s1
 : -9	-3.1%
CCOc1cc(/C=N/O)ccc1OCc1ccccc1F
 : -10	5.4%
Cn1c(O)c(N=Nc2ccc(F)cc2)c2ccccc21
 : 32	7.3%
O=C(O)CCN(Cc1ccccc1)S(=O)(=O)c1c(Cl)cccc1Cl
 : -6	1.2%
Cc1ccc(S(=O)(=O)NCCc2nnc3ccc(SCC(=O)Nc4nc(C)cs4)nn23)cc1
 : -10	-2.9%
O=C(CCl)Nc1cccc2ncccc12
 : nt	-3.0%
CCOc1nc2ccccc2nc1C
 : 6	0.1%
CC1=C(C(=O)Nc2cc(C)ccc2C)C(c2cccs2)NC(=S)N1 (stereo not drawn)
 : nt	-1.1%
O=C(N/N=C/C(Cl)=C\c1ccccc1)c1ccco1
 : -20	1.3%
S=c1nccc(-c2cccs2)[nH]1
 : -1	12%
CSc1ccc(/C=N\NC(=O)CC(=O)NC(C)C)cc1
 : nt	4.4%
COc1cc(C2/C(=C(\O)c3ccc4c(c3)CC(C)O4)C(=O)C(=O)N2Cc2ccco2)ccc1O (stereo not drawn)
 : -4	-2.8%
O=C(CCCl)Nc1ccc(S(=O)(=O)NCc2ccco2)cc1
 : 4	2.3%
CCC1C(=O)N=C(SCC(=O)Nc2ccc(Br)cn2)NC1=O (stereo not drawn)
 : 0	-3.2%
Cc1ccc(NC(=O)Cc2c(C(=O)O)n(C)c3ccccc23)cc1F
 : -4	-1.8%
COn1c(SCC(=O)N(C)C)nc2ccccc2c1=O
 : 22	1.3%
CC(C(=O)Nc1ncn[nH]1)N1C(=O)c2ccccc2C1=O (stereo not drawn)
 : nt	4.2%
Cc1cc2ncn(-c3ncnc4sc5c(c34)CCCC5)c2cc1C
 : -5	0.1%
C/C(=N\OC(=O)NC(C)C)c1sc(-c2ccc(Cl)cc2)nc1C
 : 9	-3.4%
O=C(CCc1ccccc1)NNC(=O)Cc1ccc(Cl)cc1
 : 0	-4.5%
O=[N+]([O-])c1ccccc1OCCCn1cnc2ccccc21
 : -2	-5.8%
CCCCNC(=O)NNC(=O)c1cc(C)on1
 : -5	-3.0%

The closing 2 records of the part before lead into the next:
Order of values: RmlCD inh 1536	GlmU inhibition
O=[N+]([O-])c1ccccc1OCCCn1cnc2ccccc21
 : -2	-5.8%
CCCCNC(=O)NNC(=O)c1cc(C)on1
 : -5	-3.0%
CCN(CC)CCCC1(CN)OCCc2ccccc21 (stereo not drawn)
 : 5	-6.1%
O=C(O)/C=C/C(=O)Nc1ccc(Cl)cc1C(=O)c1ccccc1
 : 12	5.2%
N#Cc1c(NC(=O)c2cccc(S(=O)(=O)Nc3ccc(C(=O)O)cc3)c2)sc2c1CCCC2
 : nt	4.8%
Cn1c(=O)c2c(n(Cc3ccccc3)c1=O)NC(=O)C2CC(=O)NCc1cccc(Cl)c1 (stereo not drawn)
 : nt	-2.3%
O=C(Nc1ccccc1Cl)NC1(C(=O)N2CCCCC2)CCCCC1
 : nt	-4.1%
CC(C)CN1CCC(CN(C)Cc2nc(-c3cnccn3)no2)CC1
 : nt	1.9%
CCc1ccccc1NC(=S)NCc1cccn1C
 : -15	0.5%
COC(=O)c1ccc(OCCOc2ccccc2)cc1
 : nt	15%*
COc1ccc(C(C)=O)cc1COC(=O)c1ccc(S(=O)(=O)N(C)C)cc1
 : -1	6.9%
C/C(=C/CCC(C)C1CCC2(C)C3CCC4C(C)(C)C(=O)CCC4(C)C3=CCC12C)C(=O)O (stereo not drawn)
 : 0	9.3%
CC(=O)c1ccc(N2CCN(C(=O)C3(S(=O)(=O)c4ccc(Cl)cc4)CC3)CC2)cc1
 : nt	5.8%
O=C(O)C1CCCCC1C(=O)Nc1cc(C(F)(F)F)ccc1Cl (stereo not drawn)
 : -36	4.2%
O=C(O)C1CCCCC1C(=O)NCCc1c[nH]c2ccccc12 (stereo not drawn)
 : nt	1.6%
COc1ccc(C(=O)N2CCNC(=O)C2CC(=O)Nc2ccc(C)cc2)cc1 (stereo not drawn)
 : -5	-5.8%
COC(=O)c1c(NC(=O)CSc2nnnn2-c2ccc3c(c2)OCO3)sc(C)c1C
 : 9	0.9%
Oc1ccc(-c2nc3ccccc3s2)c(O)c1
 : 7	6.0%
CC(NC(=O)c1ccco1)C(=O)OCc1cccc(Cl)c1 (stereo not drawn)
 : 2	2.8%
O=C(c1c(F)cccc1F)N(Cc1ccccn1)C1CC1
 : 0	0.3%
CC(=O)Nc1cc(NC(=O)CCCC(=O)O)ccc1Cl
 : nt	2.5%
Cc1occc1C(=O)NN1C(=O)C2C3CCC(O3)C2C1=O (stereo not drawn)
 : 17	0.5%
COc1cc(C(=O)NCc2cc(C)nc3ccccc23)cc(OC)c1OC
 : -12	2.9%
O=C(Nc1ccc(O)c(-c2nc3ccccc3s2)c1)c1cccs1
 : 64	-2.6%
N#C/C(=C\c1cn[nH]c1-c1ccccc1)C(=O)NC1CCCCCC1
 : 5	0.8%
COc1cc(C(=O)NCC(=O)OCC(=O)N2CCc3ccccc32)cc(OC)c1OC
 : -8	-3.9%
CC12CN3CC(C)(CN(C1)C3c1c[nH]c3ccccc13)C2=O (stereo not drawn)
 : 10	5.9%
Clc1ccc(-c2ccc(C=Nc3ccc(N4CCOCC4)cc3)o2)cc1
 : 2	7.3%
O=c1[nH]c(=S)n(-c2ccc(Br)cc2)c(O)c1C=Nc1ccc(N2CCOCC2)cc1
 : 3	-4.0%
CCOC(=O)c1c(O)c2ccccc2n(C)c1=O
 : -8	3.8%
O=C(NCc1ccccn1)c1cc2c(ccc3ccccc32)oc1=O
 : -6	-4.0%
CCc1nc(SCC(=O)N2CCc3cc(OC)c(OC)cc3C2)c(C#N)cc1C
 : nt	2.3%

Later entries
Order of values: RmlCD inh 1536	GlmU inhibition
CCN(CC)C(=O)CN(c1cccc([N+](=O)[O-])c1)S(=O)(=O)c1ccccc1
 : -10	9.0%
Cc1ccc(C(=O)N2CCN(S(=O)(=O)N3CCOCC3)CC2)cc1
 : -7	0.8%
CCOc1ccccc1-c1n[nH]c(=S)o1
 : -8	3.1%
C=CCn1c(SCc2ccc(OC)cc2)nnc1-c1cccnc1
 : -14	-5.4%
O=C(Cn1nc(C(=O)O)c2ccccc2c1=O)Nc1ccc2c(c1)C(=O)c1ccccc1C2=O
 : 13	2.4%
CCn1cc(C(=O)NCc2ccco2)c(=O)c2cc(S(=O)(=O)N3CCc4ccccc4C3)ccc21
 : nt	2.3%
COc1ccc(-c2n[nH]c(=S)n2/N=C/C=C\c2ccccc2OC)cc1
 : 2	-4.4%
O=C(CCSc1ccc(Cl)cc1)NN=C1CCCCCC1
 : 2	7.4%
Cc1n[nH]c(C)c1C(=O)CC1(O)C(=O)N(CCc2ccccc2)c2ccc(Br)cc21 (stereo not drawn)
 : -4	4.3%
CC1(C)C(c2ccccn2)=[N+]([O-])C(C)(C)N1O
 : 13	0.7%
C=CCN1C(c2cccc(C(F)(F)F)c2)=CS/C1=C(/C#N)c1nnc(N2CCOCC2)n1-c1ccccc1
 : nt	2.1%
CCOc1ccc(-n2c(O)c(C=Nc3ccc(N4CCOCC4)cc3)c(=O)[nH]c2=O)cc1
 : -2	2.3%
COc1ccc(C(=O)NNC(=O)CNC(=O)C2CCCCC2)cc1
 : nt	-2.1%
CCOC(=O)c1ccccc1NC(=O)c1ccc2nccnc2c1
 : -2	-0.7%
CC(=O)c1ccc(NC(=O)Cn2c3ccccc3c3nc(=O)cc(C)n32)cc1
 : nt	0.3%
O=C(Nc1ccccc1C(F)(F)F)c1cc(-c2ccccc2O)on1
 : nt	-2.1%
Cc1ccccc1C(=O)OCCCN=C1NS(=O)(=O)c2ccccc21
 : nt	4.2%
Cc1nnc(SCC(=O)Nc2ccc(Oc3ccccc3)cc2)n1N
 : nt	-2.8%
O=C(Cn1c2c(sc1=O)C1c3ccccc3OCC1CS2)Nc1ccc(Cl)cc1 (stereo not drawn)
 : 6	3.3%
CN1CCN(CC(=O)n2c3c(c4ccccc42)CCCC3)CC1
 : -10	6.3%
Cc1c(C(=O)O)oc2c1/C(=N\O)CCC2
 : 57	-1.4%
O=C(Cc1ccc(Cl)cc1Cl)Nc1cccc(S(=O)(=O)Nc2ccccc2F)c1
 : -2	2.1%
COc1ccc(OC)c(C(C)NC=O)c1 (stereo not drawn)
 : -4	4.0%
O=C(CCCn1c(=S)[nH]c2ccsc2c1=O)Nc1ccc2c(c1)OCO2
 : 2	3.9%
COc1ccc(S(=O)(=O)N2CCCC(C(=O)N3CCN(C)CC3)C2)cc1C (stereo not drawn)
 : -3	-3.2%
Cc1cnn(C(=O)c2ccccc2Br)c1
 : 13	2.3%

Random excerpt: four entries already listed.
Order of values: RmlCD inh 1536	GlmU inhibition
O=C(Nc1ccccc1C(F)(F)F)c1cc(-c2ccccc2O)on1
 : nt	-2.1%
Cc1c(C(=O)O)oc2c1/C(=N\O)CCC2
 : 57	-1.4%
COc1ccc(C(=O)NNC(=O)CNC(=O)C2CCCCC2)cc1
 : nt	-2.1%
O=C(Cn1nc(C(=O)O)c2ccccc2c1=O)Nc1ccc2c(c1)C(=O)c1ccccc1C2=O
 : 13	2.4%
